# TCR act: activators of T cell receptors. primary human leukocytes, anti-CD3, IL-2 HTRF, 48 h. Potency, µM (series often up to 9.22 µM), for the others: at the top dose activation of IL-2 secretion, hits mostly activators. 330,000 tested, under 10 active; note: % of control where 0% means no effect
#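 1) Mix primary human leukocytes, a-CD3 beads and compound. 2) Incubate 48 hr. 3) Add HTRF IL-2 reagents (a-IL-2-K, a-IL-2-d2).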
# Eya2 phos inh: Eya2 (human) phosphatase inhibition. recombinant Eya2, OMFP fluorescence dephosphorylation (OMFP is methylfluorescein phosphate). Potency, µM (titrated, usually from 76.9 µM), for inactives: top-dose activity, negative = inhibition, usual class: inhibitors. 330,000 tested, 0.006% active; note: potency is the fitted concentration of half-maximal effect; % is set by controls: 0 for no effect and ±100 for the full control effect
#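 Eya2 protein (added as 0.2 uM solution) was preincubated with compound for 10 min at ambient temperature in 50 mM HEPES pH 7.5, 50 mM NaCl, 5 uM MgCl2, 0.05% BSA, 1 mM DTT. OMFP (added at 50 uM) then reacted 10 min; fluorescence read at 485/525 nm.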
# Chronic BCR inh: inhibitors of chronic active B-cell receptor signaling; ABC-DLBCL IkBa-CBG/CBR reporter, luminescence ratio, 4 h; Potency, µM (highest dose often 46.1 µM), without a hit: at the top dose ratio change, negative = lower green/red ratio, usual class: inhibitors; 340,000 tested, 0.05% active; AID 493014; active = well fitted inhibition curve with a large enough effect in the signal ratio, with a control signal flat, not every such curve was filed as active; inconclusive = small, poorly fitted or top-dose-only effect, or effect the other way, or a change in a side signal; the % refers to the signal ratio;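 note: potency is the fitted concentration of half-maximal effect; plate controls were basal doxycycline-induced cells for no effect and cells given 10 µM MG132 for full effect; MG132 reads +100%, hits lower the ratio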
#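 TMD8 ABC-DLBCL cells carrying doxycycline-inducible green luciferase fused to IkappaBalpha plus unfused red luciferase were exposed to compounds (up to 46 uM) for 4 hrs at 37C. Activity came from the overlap-corrected green/red luminescence ratio.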
# PTAP TSG101 blk: blocks PTAP/TSG101 interaction to inhibit HIV-1 budding. Q99816. Fluorescence polarization, FITC-PTAP peptide / Tsg101 binding. Potency, µM (highest dose often 115 µM), inactives show at the highest dose activity change, negative = inhibition, actives largely listed as inhibitors. 340,000 tested, under 10 active; active = well fitted inhibition curve with a large enough effect in the main read-out, with a control signal flat, not every such curve was filed as active; inconclusive = small, poorly fitted or top-dose-only effect, or effect the other way, or a change in a side signal; inactive = no such curve, though single readings can be large or run the other way; note: potency is the fitted concentration of half-maximal effect; % of control where 0% means no effect
#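 Fluorescence anisotropy tracks displacement of a FITC-tagged PTAP peptide (50 nM) from the Tsg101 binding domain (10 uM), following a 20 min room-temperature incubation at pH 7.5.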
# Integrin act MD: activators of alpha7 integrin expression for muscular dystrophy; alpha7betagal myoblasts, beta-gal FDG fluorescence, 48 h; Potency, µM (titrated, usually from 38.3 µM), for the others: at the highest dose activation, usual class: activators; 350,000 tested, 0.064% active;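 note: potency is the fitted concentration of half-maximal effect; 100% = response of the positive control SU9516; nearly all actives have a fitted effect of over 60% in size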
#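 Alpha7betagal+/- myoblasts (passage 13) were plated 16-24 hr, then exposed to compounds (1:260 dilution of DMSO stock) for 48 hours at 37C. After MPER lysis, β-galactosidase reporter activity was read as FDG fluorescence (ex 480/em 540) after 30 minutes.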
# ELG1 DNA repair: ELG1-dependent DNA repair inhibition. HEK293T ELG1-luciferase reporter, luminescence, 16 h; DNA damage induced by 5-fluorouridine. Potency, µM (series often up to 46.1 µM), for the others: top-dose activity change, negative = inhibition, hits mostly inhibitors. 330,000 tested, 2.3% active; note: potency is the fitted concentration of half-maximal effect; % is set by controls: 0 for no effect and ±100 for the full control effect; nearly all actives have a fitted effect of over 55% in size
#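 DMSO vehicle served as the neutral condition. Each well held 2,000 cells given 5-fluorouridine plus compound; after 16 hr at 37 °C/5% CO2, ONE-Glo was added and luciferase measured 30 min later.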
# TSHR antagonist: human thyrotropin receptor antagonism. P16473. TSHR-expressing cells, TSH-stimulated cAMP HTRF, 2 h; active compounds read low. activity change, negative = inhibition, % at 11.5 µM. 330,000 tested, 0.2% active;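 active = activity change below a set negative limit, meaning inhibition stronger than a set level, cut at about -70% in these data; inconclusive = activity change between two set negative limits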; note: % is set by controls: 0 for no effect and ±100 for the full control effect
# Target sequence (P16473 whole entry, looked up): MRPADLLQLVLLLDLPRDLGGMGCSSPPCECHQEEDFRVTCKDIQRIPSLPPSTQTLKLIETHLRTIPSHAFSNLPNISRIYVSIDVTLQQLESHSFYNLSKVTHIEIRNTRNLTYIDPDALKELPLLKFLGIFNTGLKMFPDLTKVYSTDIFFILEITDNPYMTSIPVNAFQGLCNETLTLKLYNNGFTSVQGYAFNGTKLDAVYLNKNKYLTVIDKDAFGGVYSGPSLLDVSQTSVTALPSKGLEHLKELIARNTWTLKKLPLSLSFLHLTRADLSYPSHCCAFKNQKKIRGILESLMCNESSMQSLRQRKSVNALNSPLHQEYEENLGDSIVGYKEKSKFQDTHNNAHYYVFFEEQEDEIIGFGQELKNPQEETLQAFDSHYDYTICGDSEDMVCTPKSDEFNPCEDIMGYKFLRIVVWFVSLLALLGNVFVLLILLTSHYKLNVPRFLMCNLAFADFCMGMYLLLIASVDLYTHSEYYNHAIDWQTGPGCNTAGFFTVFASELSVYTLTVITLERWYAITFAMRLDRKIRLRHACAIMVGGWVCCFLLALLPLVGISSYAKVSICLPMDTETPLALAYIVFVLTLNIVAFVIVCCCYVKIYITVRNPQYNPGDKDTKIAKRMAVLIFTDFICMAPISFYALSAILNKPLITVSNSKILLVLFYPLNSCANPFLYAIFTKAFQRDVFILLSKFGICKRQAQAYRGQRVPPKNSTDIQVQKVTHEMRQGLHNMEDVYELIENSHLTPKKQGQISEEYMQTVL
#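 TSHR-expressing cells were treated with compounds, then stimulated with TSH at EC80 (4nM final) for 2 hours at 37 deg C. Cellular cAMP was measured by HTRF competition between lysate cAMP and cAMP-d2 for a cryptate-labelled anti-cAMP antibody.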
# S-ASM inh: blocks human secretory acid sphingomyelinase; Potency, µM (top dose mostly 57.5 µM), without a hit: at the highest dose activity change, negative = inhibition, most hits filed as inhibitors; 340,000 tested, 0.006% active; AID 504937; placental ASM, HMU-PC fluorogenic substrate, 60 min; note: potency is the fitted concentration of half-maximal effect
#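 Human placenta-derived ASM preincubated with compound 10 min at room temperature, then reacted with 9 uM (final) fluorogenic HMU-PC substrate for 60 min at 37 C. Stop solution raises pH to 10; fluorescence read at Ex 386/Em 447 nm.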
# Tb PFK inh: blocks T. brucei phosphofructokinase; O15648; T. brucei PFK, ADP-Glo luminescence; Potency, µM (highest dose often 57.5 µM), inactives show top-dose activity, negative = inhibition, usual class: inhibitors; 330,000 tested, 0.17% active;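 note: potency is the fitted concentration of half-maximal effect; 0% = uninhibited 1x PFK enzyme wells and -100% = no-enzyme wells; nearly all actives have a fitted effect of over 60% in size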
#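 PFK 1.25 nM, F6P 0.5 mM, ATP 0.1 mM, 0.1 M TEA pH 8.0, 5 mM MgCl2, 0.01% Tween20, 0.1% BSA; 45 min RT. ADP-Glo readout. qHTS titration up to 57 uM; curves fitted, compounds curve-classed.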
# Mito fusion yeast: inhibitors of mitochondrial division or activators of mitochondrial fusion; S. cerevisiae fusion-defective mutant growth rescue, CellTiterGlo 48 h; Potency, µM (doses to about 46.1 µM), without a hit: at the highest dose growth rescue (activation), hits mostly activators; 320,000 tested, 0.23% active; AID 485298;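 note: potency is the fitted concentration of half-maximal effect; % of control where 0% means no effect; nearly all actives have a fitted effect of over 45% in size; temperature-sensitive fusion mutants such as fzo1-1 at 37 °C on non-fermentable ethanol glycerol medium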
#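 S. cerevisiae fusion-defective temperature-sensitive mutants (e.g. fzo1-1, mgm1-5) grown 48 h at 37C in YPEG (ethanol/glycerol non-fermentable) medium with 23 nl compound per well; growth rescue read as CellTiterGlo luminescence.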
# A-T KAP1 phos: potential ataxia-telangiectasia treatment | AID 485349 | 320,000 tested, 0.19% active | Potency, µM (titrated, usually from 57.5 µM), for the others: at the top dose activation, most hits filed as activators | […] A-T fibroblasts, KAP-1 phosphorylation AlphaLISA; neocarzinostatin DNA damage 30 min before lysis; note: potency is the fitted concentration of half-maximal effect; % of control where 0% means no effect; nearly all actives have a fitted effect of over 45% in size
#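 hTERT-immortalized A-T patient fibroblasts ([…]), 500 cells/well in OPTI-MEM, 1% FBS, got compounds for 60 min, then NCS for 30 min at 37C. Lysates were then assayed for phospho-KAP-1 by AlphaLISA (anti-pKAP1 donor, anti-KAP1 acceptor beads), 6 hr at 25C.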
# Starred values were filed as active, the others as inactive; ? = inconclusive; nt = not tested or not shown; [ ] = another dose, or the depositor's remark. Unless noted, calls come from the whole dose curve; as a rule, active = well fitted curve in the direction sought with a large enough effect; inconclusive = small, poorly fitted or top-dose-only effect, or another doubt; inactive = no such curve, though single readings can be large; an effect the other way counts as inactive or inconclusive.
SMILES,TCR act,Eya2 phos inh,Chronic BCR inh,PTAP TSG101 blk,Integrin act MD,ELG1 DNA repair,TSHR antagonist,S-ASM inh,Tb PFK inh,Mito fusion yeast,A-T KAP1 phos
CC(NC(=O)CCCN1C(=O)c2ccccc2C1=O)c1ccc2c(c1)CCCC2 (stereo not given),-1%,-17%,?,-1%,20%,-10%,-3,-3%,1%,18%,15%
CN(Cc1ccccc1)C(=O)c1[nH]cnc1C(=O)NCC(=O)OCc1ccccc1,5%,4%,0%,-9%,-6%,1%,1,0%,-1%,1%,11%
CC(C)CNc1nc(N)c([N+](=O)[O-])c(NCC2CCCO2)n1 (stereo not given),-4%[46.1 µM],1%,1%,2%,23%,-30%,-3,1%,0%,5%,-2%
O=C(C[n+]1ccc2ccccc2c1)Nc1cc(C(F)(F)F)ccc1Cl,2%[46.1 µM],6%,6%,0%,-31%,14%,8,-7%,0%,-6%,2%
COc1cc2cc(C(=O)N3CCN(c4ccccc4OC)CC3)[nH]c2cc1OC,-5%,-24%,?,-3%,-11%,-1%,-3,0%[11.5 µM],2%,22%,8%
O=C(Oc1ccccc1C(=S)N1CCOCC1)c1ccc([N+](=O)[O-])cc1[N+](=O)[O-],3%,7%,?,-9%,7%,-5%,-26,-2%,-3%,10%,-10%
Cc1cc(C)nc(SCC(=O)OCN2C(=O)c3ccccc3C2=O)n1,3%,-12%,0%,-3%,18%,-1%,5,1%,-2%,-1%,-1%
Cc1ccc(C(=O)NCC(=O)NCC(c2cccs2)N2CCOCC2)cc1C (stereo not given),-2%,18%,-4%,-1%,19%,?,-6,-1%,-2%,3%,-1%
CC(C)(C)NC(=O)c1ccc2c(c1)N(CC(=O)N1CCN(c3ccccc3F)CC1)C(=O)C(C)(C)O2,-1%,2%,-7%,-4%,-35%,?,4,1%,4%,2%,-4%
CCC(C)(C)NC(=O)C(c1ccc(C)o1)N(C(=O)c1csnn1)c1cccc(F)c1 (stereo not given),0%[46.1 µM],-4%,-5%,-3%,15%,-8%,-6,-1%,0%,5%,nt
CCOc1ccc(C(=O)/C=C/c2ccccc2C(F)(F)F)cc1,-6%,-39%,-9%,0%,-16%,?,-11,-1%,-6%,1%,0%
Cc1ccc(S(=O)(=O)NCCC(=O)NCc2ccc3c(c2)OCO3)cc1C,5%,6%,20%,-2%,15%,-10%,-1,-2%,-4%,0%,nt
CC(C)C(=O)N1CCN(c2ccccc2NC(=O)COc2ccccc2)CC1,nt,12%,?,-2%,-27%,?,1,4%,-4%,2%,1%
Cc1cc(S(=O)(=O)Nc2ccc(C(=O)NCC(C)(C)N3CCOCC3)cc2)ccc1F,-6%,-8%,2%,-11%,-2%,-10%,-1,3%,1%,1%,6%
CC(C)CN1CCN(Cc2cccc3cccnc23)CC1CCO (stereo not given),5%,0%,14%,-3%,35%,6%,-2,0%,0%,3%,0%

# Entries from the list above that contain a CF3 group, in the order listed:
SMILES,TCR act,Eya2 phos inh,Chronic BCR inh,PTAP TSG101 blk,Integrin act MD,ELG1 DNA repair,TSHR antagonist,S-ASM inh,Tb PFK inh,Mito fusion yeast,A-T KAP1 phos
O=C(C[n+]1ccc2ccccc2c1)Nc1cc(C(F)(F)F)ccc1Cl,2%[46.1 µM],6%,6%,0%,-31%,14%,8,-7%,0%,-6%,2%
CCOc1ccc(C(=O)/C=C/c2ccccc2C(F)(F)F)cc1,-6%,-39%,-9%,0%,-16%,?,-11,-1%,-6%,1%,0%

# Further results follow.
SMILES,TCR act,Eya2 phos inh,Chronic BCR inh,PTAP TSG101 blk,Integrin act MD,ELG1 DNA repair,TSHR antagonist,S-ASM inh,Tb PFK inh,Mito fusion yeast,A-T KAP1 phos
CCN(CC(=O)NCc1ccc(F)cc1)CC(=O)Nc1ccc(Br)cc1F,3%[46.1 µM],0%,-14%,-8%,-1%,-14%,10,1%,2%,nt,15%
O=C(Oc1ccc(OC(=O)N2CCOCC2)cc1)c1ccccc1,-2%,-14%,?,-1%,-5%,?,-3,3%,1%,-1%,6%
Cc1ccccc1Cn1nnc(C(=O)Nc2cccc(C)c2C)c1N,1%,-9%,?,-3%,-33%,?,-7,-4%,-5%[0.46 µM],-11%,1%
O=[N+]([O-])c1cnc2ccccc2c1,-2%[46.1 µM],-3%,-4%,1%,-28%,-11%,2,7%,-3%,-22%,-1%
O=C(NC(=S)N1CCCC1)c1ccc(Cl)cc1Cl,-1%,7%,-8%,-4%,?,1%,4,2%,0%,-12%,-5%
Cc1ccc(N2CC(C(=O)O)CC2=O)cc1 (stereo not given),-1%,5%,14%,-7%,6%,?,-2,0%,-1%,-2%,3%
CSc1ccc(S(=O)(=O)NCC(=O)OCCOc2ccccc2)cc1[N+](=O)[O-],0%,-13%,0%,-2%,7%,14%,-7,-1%,9%,0%,4%
Cc1sc2ncnc(SCC(=O)Nc3nc(-c4ccc(F)c(F)c4)cs3)c2c1C,-7%,-3%,0%,-2%,-8%,25%,-1,6%,-3%,-6%,-6%
COc1ccc(C[C@@H]2CN3C(=NC[C@@H]3C)N2CCNC(=O)c2ccc(C)c(Br)c2)cc1,4%,2%,0%,1%,-41%[inhibitor],4%,-6,1%,-1%,-4%,11%
CCOC(=O)c1oc2ccc(S(=O)(=O)N3CCC(C)CC3)cc2c1C,7%,1%,0%,-4%,0%,-27%,1,-1%,-6%,-4%,-2%
Cc1ccc2nc(NC(=O)c3cccs3)sc2c1,1%,7%,?,1%,19%,?,-27,0%,-3%,-2%,4%
O=C(Nc1ncn[nH]1)c1cc([N+](=O)[O-])ccc1Cl,-1%,12%,0%,-1%,-5%,?,2,-1%,-1%,-3%,18%
CCOC(=O)C1CCN(Cc2cc(Cl)c3ccccc3c2O)CC1,-3%,7%,-18%,0%,-65%[inhibitor],-21%,-1,5%,-14%,-30%,?
CCOc1ccc(CN(C)C(=O)Cc2c[nH]c3ccccc23)cc1,1%,-3%,?,-4%,-2%,-2%,0,-2%,-7%,11%,5%
Cc1cc(N2CCC(C(N)=O)CC2)nc(-c2ccccc2)n1,2%,9%,-1%,-4%,-6%,?,-3,-1%,-5%,-3%,0%
CCOC(=O)C(C(=O)OCC)N(C#N)c1nc(N(C)C)nc(N(C)C)n1,-10%,4%,-2%,-1%,-9%,6%,-11,-2%,5%,2%,0%
COC(=O)c1c(NC(=O)c2ccco2)sc(C(=O)N(C)C)c1C,-1%[46.1 µM],-26%,?,-5%,-6%,-9%,-18,3%,-10%,1%,-1%
Cc1ccc(-c2nc3ccsc3c(=O)[nH]2)cc1,-1%,-3%,11%,-4%,36%,?,14,-2%,-1%,-4%,4%
O=C(CCl)NC1CCCc2ccccc21 (stereo not given),0%,-3%,-4%,-1%,-43%,0%,-6,2%,1%,1%,0%
CC1=NN(c2ccccc2)C(=O)/C1=C/N(C)C,-6%,-23%,?,-8%,4%,0%,4,2%,3%,-3%,3%
O=C(Oc1coc(CSc2ncccn2)cc1=O)c1cccc([N+](=O)[O-])c1,4%,3%,1%,-4%,-9%,7%,-5,-1%,-4%,2%,0%

# Screens: PubChem BioAssay, National Center for Advancing Translational Sciences (NCATS)
